# MEKK3 PB1 HTS: modulators of MEKK3-MEK5 PB1 binding, primary screen, biochemical, wildtype MEKK3, multiplex bead flow cytometry, Alexa488-MEK5 | Mitogen-activated protein kinase kinase kinase 3 (Homo sapiens), Q99759 | bead-based flow cytometry, Alexa488-MEK5 binding to MEKK3; actives lie on both sides; 0 = blocked by unlabeled MEK5, 100 = vehicle | binding response (% of control), % at 10 µM | 1.4% of 290,000 active | AID 1529, 2009;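 active = binding response more than 3 SD above or below the average of its plate-row segment, actives on both sides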;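 also: Alexa488 bead fluorescence after subtracting the streptavidin-only scavenger bead signal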
# CRFBP-R2 block: antagonists of CRF-BP/CRF-R2 complex, primary screen, cell-based, HEK293, calcium dye fluorescence, uHTS | CRF-induced calcium fluorescence | inhibition, % at 11.8 µM | 0.59% of 350,000 active | AID 588475, 2011;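 active = inhibition of the ligand-induced calcium signal above about 50% at the single tested concentration, limit read from the data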
# M4 PAM: human M4 muscarinic receptor positive allosteric modulators, primary screen, CHO-K1 cells, Fluo-8 calcium fluorescence | activation, % at 3 µM | CHO-K1 hM4/Gqi5, ACh EC20; 0% = ACh EC20, 100% = maximal ACh | 0.4% of 360,000 active | Muscarinic acetylcholine receptor M4 (Homo sapiens), P08173;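 active = activation above its plate's cutoff, the mean activation of sample wells plus 3 SD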; also: some results filed as inactive read as strong as hits
# Target sequence (P08173 whole entry, looked up): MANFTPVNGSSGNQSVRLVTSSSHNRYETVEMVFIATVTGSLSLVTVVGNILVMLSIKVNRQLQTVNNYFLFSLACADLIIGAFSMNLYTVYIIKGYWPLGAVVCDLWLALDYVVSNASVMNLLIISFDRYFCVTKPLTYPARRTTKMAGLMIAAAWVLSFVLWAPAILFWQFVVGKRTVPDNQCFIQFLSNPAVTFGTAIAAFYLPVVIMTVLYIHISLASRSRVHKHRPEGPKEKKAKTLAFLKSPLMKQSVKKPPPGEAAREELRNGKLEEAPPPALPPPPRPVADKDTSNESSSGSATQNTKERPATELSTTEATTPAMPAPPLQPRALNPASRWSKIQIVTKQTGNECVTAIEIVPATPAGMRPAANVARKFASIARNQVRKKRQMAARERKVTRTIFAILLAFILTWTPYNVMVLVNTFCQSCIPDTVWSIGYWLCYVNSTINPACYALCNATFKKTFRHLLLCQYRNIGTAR
# pCIP destab: p/CIP-EGFP fusion destabilizers, primary screen, fluorescence, F442A cells. Q05BA5. 16 h. decrease of EGFP signal, % at 10 µM. 0.01% of 290,000 active. AID 1984, 2009;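 active = EGFP signal decrease of at least 30% at 10 µM or well 3 SD below plate mean, unless failing retest; inactive = the rest, including hits failing retest or dose response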; also: some compounds called inactive have numbers as strong as hits; many of its hits are not listed in these tables
# PHOSPHO1 inh: PubChem AID 1565; inhibition, % at 13.3 µM; Phosphoethanolamine/phosphocholine phosphatase (Homo sapiens), Q8TCT1; 1.1% of 290,000 active; recombinant PHOSPHO1, absorbance phosphatase assay; in the data active = inhibition above about 60%
# Target sequence (Q8TCT1 whole entry, looked up): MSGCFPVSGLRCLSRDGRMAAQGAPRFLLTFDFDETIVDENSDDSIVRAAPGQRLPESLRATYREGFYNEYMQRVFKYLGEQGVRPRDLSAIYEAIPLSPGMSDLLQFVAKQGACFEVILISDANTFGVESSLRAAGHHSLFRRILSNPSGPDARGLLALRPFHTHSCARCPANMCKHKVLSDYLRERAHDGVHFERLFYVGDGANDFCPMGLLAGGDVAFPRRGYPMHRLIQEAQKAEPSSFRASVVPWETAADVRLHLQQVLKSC
# IDE inh: human IDE inhibitors in live cells, primary screen, fluorescence polarization, HEK cells, FAbetaB substrate; inhibition, % at 5.59 µM; Insulin-degrading enzyme (Homo sapiens), P14735; AID 434962, 2010; 0.41% of 320,000 active; FAbetaB cleavage;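 active = percent inhibition above the average of all tested compounds plus 3 SD, set per screening campaign, cut at about 16% in these data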;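 also: IDE supplied by intact live HEK cells; FP after avidin binding of uncleaved biotin substrate so inhibition keeps polarization high; 0% = DMSO wells and 100% = 60 µM reference IDE inhibitor Ii1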
# CRFR2-BP ag: agonists of CRF-BP/CRF-R2 complex, primary screen, cell-based, HEK293, calcium dye fluorescence, uHTS; CRF-binding protein / CRF receptor 2 complex (human); 0.46% of 350,000 active; calcium dye fluorescence (FLIPR); percent of saturating CRF peptide response; AID 588473, 2011; activation, % at 13.2 µM;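 active = activation of at least 50%, plus an integration ratio under a set limit after plate pattern correction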;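 also: plate controls were neutral control wells without compound for no effect and CRF at EC100 for full effect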
# IDE act: human IDE activators in live cells, primary screen, fluorescence polarization, HEK cells, FAbeta-B substrate. Insulin-degrading enzyme (Homo sapiens), P14735. FAbeta-B cleavage; 0% vehicle, 100% cell-free pure enzyme wells. activation, % at 5.96 µM. 0.073% of 340,000 active;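 active = activation above the mean of all tested compounds plus 3 SD, set per screening campaign, cut at about 17% in these data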
# GalR3 antagonist: GalR3 antagonists in HEK293 cells, primary screen, cell-based, fluorescence readout; Galanin receptor type 3 (Homo sapiens), O60755; HEK293 GalR3-CNG cAMP membrane potential fluorescence; galR3 body fused to GalR1 C-terminus; inhibition, % at 3 µM; 0.44% of 360,000 active; AID 651719, 2012;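 active = inhibition above the screen-wide average plus 3 SD, cut at about 13% in these data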;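 also: forskolin and galanin both at EC90 stimulate the cells; cAMP rise reported by CNG channel membrane potential dye signal; 0% = forskolin plus galanin with DMSO and 100% = forskolin alone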
# Target sequence (O60755 1-299 limits assumed): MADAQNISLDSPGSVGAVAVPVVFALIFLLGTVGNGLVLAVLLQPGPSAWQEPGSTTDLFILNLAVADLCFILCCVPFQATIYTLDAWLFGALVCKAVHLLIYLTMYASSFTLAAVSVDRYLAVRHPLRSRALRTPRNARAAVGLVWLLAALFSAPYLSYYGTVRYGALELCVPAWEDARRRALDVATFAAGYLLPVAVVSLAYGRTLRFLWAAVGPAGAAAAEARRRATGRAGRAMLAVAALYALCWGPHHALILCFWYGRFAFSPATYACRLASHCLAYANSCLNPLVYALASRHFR
# The depositor's hits bear a star; . = not tested or not shown.
PHOSPHO1 inh	CRFR2-BP ag	MEKK3 PB1 HTS	IDE inh	pCIP destab	IDE act	CRFBP-R2 block	GalR3 antagonist	M4 PAM	Molecule
2.3	4.5	106.0	7.9	-6.1	3.9	-15.9	-3.0	0.0	O=C(c1ccc(=O)oc1)N1CCCc2ccccc21
-3.3	0.2	76.0	-2.5	7.5	0.5	6.3	-2.2	0.8	CCOC(=O)N1CCN(S(=O)(=O)c2ccc3c(c2)oc(=O)n3C)CC1
.	0.7	.	-1.1	.	2.0	13.5	-6.2	-4.7	CC(=O)c1cccc(S(=O)(=O)N2CCC(C(=O)N(C)Cc3ccc(Cl)s3)CC2)c1
12.1	-1.1	101.0	2.5	-11.4	1.4	18.6	-1.1	0.4	COc1cccc(NC(=O)CSc2nc3ccccc3c(=O)n2CCCC(=O)NCC2CCCO2)c1 (configuration not stated)
29.8	-2.8	104.0	-2.1	-20.7	2.1	12.0	-6.9	-11.5	Cc1nc2nc(SCC(=O)NCCCN3CCCCCC3)nn2c(C)c1Cc1ccccc1Cl
.	5.5	.	.	.	0.4	18.8	-6.1	-0.8	O=C1OCCN1C(=O)[C@H]1[C@H](c2ccc(F)cc2)C(c2ccccc2)=NN1c1ccccc1
-36.4	-0.2	105.0	4.7	2.3	1.3	-11.6	-3.1	2.4	CCN(CC)CCNC(=O)c1sc2ncn(CC(=O)Nc3ccc(C)c(Cl)c3)c(=O)c2c1C
-6.4	-0.8	104.0	6.2	-0.1	4.1	22.3	-0.2	0.2	Cc1cccc(C(C)C)c1NC(=O)c1ccc(CN(c2ccccc2)S(=O)(=O)c2ccccc2)cc1
-8.0	-0.6	97.0	3.0	6.8	4.5	-6.6	-1.0	14.2	COCc1[nH]nc2c1C(c1c(F)cccc1Cl)C(C#N)=C(N)O2 (configuration not stated)
37.1	-0.4	105.0	-2.9	8.7	0.0	25.7	-9.4	10.1	Cc1c(Cl)cccc1NC(=O)CC1Sc2ccccc2NC1=O (configuration not stated)
10.8	-0.6	102.0	7.1	-5.8	0.7	-9.2	-8.9	-3.0	COc1ccc(C(C)(C)C)cc1NC(=O)c1ccc2ncsc2c1
-8.3	1.5	97.0	0.4	-10.3	4.2	-4.4	-5.3	-2.1	COc1ccc(-n2c(SCC(N)=O)nnc2-c2ccccc2F)cc1
-9.3	0.0	103.0	-2.1	-15.0	9.3	-18.9	-7.6	-1.4	CN(CC(=O)Nc1ccncc1)S(=O)(=O)c1ccc(Br)cc1
12.8	-2.9	97.0	-6.8	-7.8	2.5	21.6	-4.3	0.8	CC(=O)NC(=S)Nc1ccc(-c2nc3ccc(C)cc3s2)cc1
-7.9	-0.9	101.0	.	-9.6	1.6	-7.9	6.1	1.7	CCOc1ccc(C2C(C(=O)c3ccco3)=C(O)C(=O)N2CCCn2ccnc2)cc1 (configuration not stated)
-3.4	-0.7	103.0	4.1	-27.2	2.6	-4.0	-1.0	13.0	Cc1ccc(NC(=O)/C(C#N)=C/c2cccs2)c(C)c1
20.6	-0.6	90.0	1.2	4.1	5.0	-4.7	-4.0	5.8	c1coc(CNC2CCCCC2)c1
-29.1	0.0	117.0	2.3	0.7	7.5	0.6	1.1	-2.3	O=C1Nc2c(c(=O)[nH]c(=O)n2-c2ccccc2F)C(C(F)(F)F)(C(F)(F)F)N1
-16.0	-4.9	105.0	1.4	3.7	4.9	23.0	.	2.8	O=C(NCc1ccc(F)cc1)C(=O)NCC1OCCN1S(=O)(=O)c1cccs1 (configuration not stated)
13.8	0.2	103.0	-1.2	-1.3	1.4	-9.2	-2.4	4.0	O=C(c1ccc(F)cc1)N1C2CCC1CC(O)(c1ccc(F)cc1)C2 (configuration not stated)
-14.1	5.2	101.0	1.7	1.5	-1.3	0.3	.	1.2	Cc1ccc(Cn2cc(SCC(=O)Nc3nccs3)c3ccccc32)cc1
24.1	0.0	103.0	4.3	-12.5	0.7	12.6	-3.0	-0.4	CCC1(C)Cc2c(C#N)c(N)n(-c3ccccc3)c(=S)c2CO1 (configuration not stated)
-26.5	0.1	85.0	-1.0	8.7	-4.2	-22.3	-5.3	0.2	O=C(CSc1nnc(-c2ccc(Cl)cc2)n1-c1ccc(Cl)cc1)N/N=C/c1ccco1
4.2	-1.9	98.0	2.0	-7.0	-0.3	-5.1	1.1	-9.0	COc1ccc(N(CC(=O)Nc2ccccc2C(=O)N2CCCC2)S(=O)(=O)c2ccccc2)cc1
3.8	2.4	103.0	-0.7	-4.3	14.1	13.6	-8.7	4.6	Cc1ccc(Cn2c(-c3nonc3N)nc3ccccc32)cc1
28.6	3.7	96.0	-0.6	-12.0	4.0	1.8	-9.6	-4.4	O=C(O)CN1C(=O)C(=O)N(Cc2c(F)cccc2Cl)C1=O
15.0	-0.1	104.0	3.6	6.1	-2.2	-5.3	-5.7	-0.7	CC1CCN(CC(C)CNC(=O)c2cc(-c3ccccn3)nc3ccccc23)CC1 (configuration not stated)
38.5	-0.2	100.0	0.6	-5.1	5.1	-1.1	-9.5	-3.1	O=C(c1ccc(F)cc1)N1CCCC(C(=O)N2CCCCC2)C1 (configuration not stated)
.	1.2	.	-3.7	.	4.5	-4.9	-4.5	2.9	O=C(COC(=O)/C=C/c1cccc(Cl)c1)Nc1cccc(S(=O)(=O)NC2=NCCC2)c1
27.6	3.5	104.0	-5.0	-2.8	0.8	-4.1	2.2	-0.9	CCNc1nc(OC)nc(Oc2ccc(=O)n(-c3ccccc3)n2)n1
.	-2.7	.	.	.	-0.1	2.7	-6.0	1.2	CC(CC(=O)c1ccc(F)cc1)N1CCN(c2ccccc2)CC1 (configuration not stated)
35.7	-1.0	96.0	8.7	-4.7	8.7	29.9	0.2	3.8	CC(=O)N1c2ccc(S(=O)(=O)N3CCCC(C(=O)Nc4cc(C)cc(C)c4)C3)cc2CC1C (configuration not stated)
24.5	-1.8	100.0	0.4	3.3	-1.3	-11.0	-3.8	6.3	COc1ccc2[nH]cc(C(=O)N3CCCCC3)c(=O)c2c1
-3.4	-1.3	99.0	1.6	3.3	7.8	-7.6	-7.5	3.2	CNC(=S)Nc1cc(OC)ccc1OC
12.9	-0.2	.	0.6	2.0	-4.7	1.9	-4.1	-15.6	Cc1ccc(Cl)cc1N1CCN(C(=O)C2CCN(S(=O)(=O)c3c(C)nn(C)c3C)CC2)CC1
31.3	-0.6	104.0	-0.4	-3.9	-0.7	3.3	-4.0	1.6	O=C1C2C3C=CC(C2C(=O)N1CCO)C1C(=O)N(CCO)C(=O)C31 (configuration not stated)
8.2	3.8	101.0	2.1	-5.8	-3.6	-9.2	-3.0	-0.5	N#CC1=C(N)N=C(SCc2cccc3ccccc23)C(C(N)=O)C12CCCCC2 (configuration not stated)
.	-0.8	.	-0.6	.	1.5	-10.0	-5.1	4.8	Cc1ccc(C(=O)NCC(=O)OC2CCCCC2=O)cc1C (configuration not stated)
32.5	0.3	98.0	0.1	1.0	0.9	5.7	0.8	-3.9	CCCN(CCC)S(=O)(=O)c1ccc(Cl)c(OC)c1
.	7.5	.	-1.4	.	10.8	-1.0	-2.7	4.8	C=CCC[C@H](Cc1ccc(F)cc1)C(=O)OC[C@@H](Cc1c[nH]c2ccccc12)NC(=O)[C@@H](CC=C)CC(=O)N(CCO)Cc1ccccc1
-4.0	-0.8	64.0	-4.1	-0.6	3.1	-0.2	-4.6	5.5	COCCNC(=O)Cn1nc(C(F)(F)F)cc1C
-19.6	.	113.0	-0.8	9.6	.	.	.	.	Cn1cc(C(=O)NCc2cccnc2)c(=O)c2cc(S(=O)(=O)N3CCCCCC3)ccc21
14.8	-0.1	102.0	3.8	-0.6	2.0	-2.5	-6.8	1.7	CCOC(=O)C(C)/C(C)=N/NC(=O)CCC(=O)Nc1cc(C)ccc1C (configuration not stated)
19.9	-0.5	97.0	2.7	0.4	0.5	-7.2	-2.1	3.0	COc1ccccc1C(=O)NNC(=O)c1nn(Cc2ccccc2)c(=O)c2ccccc12
-12.6	0.0	102.0	-0.3	-4.9	6.4	-6.4	-3.2	-10.7	NC(=O)c1ccc(NC(=O)COC(=O)CCc2ccc(S(=O)(=O)N3CCCCC3)cc2)cc1
5.7	-0.5	90.0	9.3	-23.4	2.7	0.3	-3.0	12.9	N#C/C(C(=O)NCc1ccco1)=C1/SC(Cc2ccc(Cl)cc2)C(=O)N1c1ccccc1 (configuration not stated)
-16.8	0.1	83.0	-0.6	9.3	1.2	-24.8	-4.7	-2.9	Cc1ccc(NC(=O)C(C)S)cc1 (configuration not stated)
.	-1.2	.	.	.	-9.7	23.5	-3.4	2.1	NC(=S)c1ccc[n+]([O-])c1

# Only pCIP destab (four entries from above):
Compound | pCIP destab
Cn1cc(C(=O)NCc2cccnc2)c(=O)c2cc(S(=O)(=O)N3CCCCCC3)ccc21 | 9.6
CCOC(=O)C(C)/C(C)=N/NC(=O)CCC(=O)Nc1cc(C)ccc1C (configuration not stated) | -0.6
COc1ccccc1C(=O)NNC(=O)c1nn(Cc2ccccc2)c(=O)c2ccccc12 | 0.4
NC(=O)c1ccc(NC(=O)COC(=O)CCc2ccc(S(=O)(=O)N3CCCCC3)cc2)cc1 | -4.9

# Following part.
PHOSPHO1 inh	CRFR2-BP ag	MEKK3 PB1 HTS	IDE inh	pCIP destab	IDE act	CRFBP-R2 block	GalR3 antagonist	M4 PAM	Molecule
44.0	0.2	99.0	1.9	6.9	1.5	0.7	-4.2	-0.2	Nc1cc(=O)[nH]c(SCC(=O)Nc2nnc(-c3ccccc3)s2)n1
22.0	-1.1	.	2.8	1.4	1.6	-18.8	-0.2	10.1	CCOC(=O)CNC(=O)c1sc2nc(C)cc(C)c2c1N
20.3	-1.1	105.0	-0.4	-0.7	2.1	-10.5	-11.2	0.4	CC(C)CCOP(=O)(c1ccc(N(C)C)cc1)C(O)c1ccc(Cl)cc1Cl (configuration not stated)
-43.5	1.4	103.0	1.7	-3.1	1.8	-12.9	-1.4	-5.0	CCn1cnc2c1c(=O)n(Cc1nnc3n1-c1ccccc1SC3)c(=O)n2Cc1ccccc1
-10.0	-2.0	105.0	-4.2	0.3	4.6	7.7	-1.4	2.2	CSc1ccc(/C=C/C(=O)OCC(=O)N(C)CCC#N)cc1
27.1	-0.7	97.0	-0.4	-5.3	0.4	-21.1	-2.9	3.6	Cc1cc(C(=O)Nc2ncc(C)s2)c2ccccc2n1
-9.0	-0.9	99.0	0.5	-6.2	0.8	-1.9	-2.1	5.3	Nc1nc(NC(=O)c2ccc(Cl)cc2)nn1-c1ccccc1
20.2	-1.8	77.0	5.0	6.3	-2.0	8.3	-4.5	3.4	Cc1ccc(C(=O)OCC(=O)NC2CCCCC2)s1
-17.9	0.6	102.0	3.6	-12.6	0.8	15.7	1.0	-3.5	Nc1c(NCCN2CCOCC2)c2ccccc2oc1=O
